VP16 counter: counter-screen for ROR gamma inhibitors: Gal4-VP16 reporter; Potency, µM (highest dose often 53.6 µM), without a hit: top-dose activity, negative = inhibition, usual class: inhibitors; 3.5% of 310,000 active; Drosophila S2 Gal4-VP16 UAS-luciferase, luminescence, 20 h;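 further: Gal4-VP16 expression switched on by copper sulfate through the metallothionein promoter; potency means the concentration at half of the fitted maximal effect; on the % scale 0 is the no-effect control and ±100 the full control effect; nearly all actives have a fitted effect of over 50% in size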
PKM2 act: PKM2 (human) enzyme activation | purified PKM2, Kinase-Glo ATP luminescence, activation; response scale: 0% is enzyme alone, no compound | Potency, µM (doses to about 57.5 µM), without a hit: at the highest dose activation, actives largely listed as activators | 0.34% of 260,000 active | AID 1631; further: potency means the concentration at half of the fitted maximal effect; on the % scale 0 is the no-effect control and ±100 the full control effect; nearly all actives have a fitted effect of over 55% in size
Target sequence (P14618 whole entry, looked up): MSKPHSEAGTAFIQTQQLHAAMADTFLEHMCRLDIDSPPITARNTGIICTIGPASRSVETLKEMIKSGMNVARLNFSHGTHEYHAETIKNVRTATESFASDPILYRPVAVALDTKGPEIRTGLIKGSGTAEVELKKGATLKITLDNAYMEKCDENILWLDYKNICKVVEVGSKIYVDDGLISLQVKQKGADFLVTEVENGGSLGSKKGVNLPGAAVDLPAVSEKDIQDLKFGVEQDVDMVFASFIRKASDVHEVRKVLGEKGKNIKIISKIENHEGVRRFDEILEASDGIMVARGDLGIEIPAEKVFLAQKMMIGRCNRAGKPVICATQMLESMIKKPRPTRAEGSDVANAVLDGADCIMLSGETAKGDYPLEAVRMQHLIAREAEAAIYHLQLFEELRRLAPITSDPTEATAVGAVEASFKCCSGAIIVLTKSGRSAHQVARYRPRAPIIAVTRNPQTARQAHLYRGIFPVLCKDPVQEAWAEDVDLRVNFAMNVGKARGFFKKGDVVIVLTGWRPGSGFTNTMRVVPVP
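Purified hPK-M2 (>95%) run at intermediate activity with 0.1 mM ADP and 0.5 mM PEP in 50 mM imidazole pH 7.2, KCl, MgCl2; 1 h room temperature. ATP formed read by Kinase-Glo luminescence; normalized to uninhibited and no-enzyme controls.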
Rab9 prom act: activates the Rab9 promoter. AID 485297. Huh7 Rab9 promoter-luciferase reporter, luminescence, 24 h. 2.8% of 320,000 active. Potency, µM (doses to about 9.22 µM), without a hit: at the top dose activation, negative = inhibition, hits mostly activators; further: potency means the concentration at half of the fitted maximal effect; % of control where 0% means no effect; nearly all actives have a fitted effect of over 60% in size
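Promoter activation is measured as luciferase luminescence in Huh7 cells stably transfected with a Rab9 promoter–luciferase construct, following 24 h compound exposure at 37 °C and 10 min reagent incubation at ambient temperature.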
Giardia kill: Giardia lamblia killing; AID 540267; Giardia lamblia trophozoite viability; activity change, % at 7.66 µM, hits read low; 0.15% of 340,000 active; in the data active means activity change below about -80%; inconclusive means between about -30% and that limit;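 further: parasites exposed to compound for two days anaerobically before the ATP read; on the % scale 0 is the no-effect control and ±100 the full control effect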
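Each well holds 100 Giardia trophozoites and compound. After two days (48 hrs) at 37 deg C in anaerobic conditions, ATP is quantified by luminescence.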
ELG1 genotox: genotoxicity induction in ELG1-luciferase HEK293T cells. HEK293T ELG1-luciferase reporter, luminescence, 16 h. Potency, µM (doses to about 46 µM), inactives show at the highest dose activity change, positive = activation, most hits filed as activators. 1.3% of 330,000 active. AID 504466; further: potency means the concentration at half of the fitted maximal effect; % of control where 0% means no effect; nearly all actives have a fitted effect of over 60% in size
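DMSO vehicle served as control against compound-treated ELG1-luciferase HEK293T cells; exposure lasted 16 hr at 37 °C and 5% CO2, followed by ONE-Glo luminescence detection after 30 min.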
p53 reactivation: restores transcriptional activity of mutant p53 | H1299 p53-A138V BP100-luciferase reporter, luminescence, 24 h | Potency, µM (doses to about 92.2 µM), inactives show top-dose activity change, positive = activation, most hits filed as activators | 0.063% of 320,000 active | AID 504706; further: potency means the concentration at half of the fitted maximal effect; % of control where 0% means no effect; nearly all actives have a fitted effect of over 45% in size
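p53-null H1299 cells stably carrying temperature-sensitive p53-A138V and a BP100-luciferase reporter were pinned with compounds (4-point, 1:5 series) and held 24 hrs at 37 deg C. Luminescence was read 10 min after detection reagent.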
BRCA1 expr up: BRCA1 expression activation. MCF7-BRCA1-FFLuc reporter, luminescence, 48 h; response scale: scaled: vehicle 0%, 10 µM genistein 100%. Potency, µM (doses to about 46.1 µM), without a hit: at the highest dose activation, hits mostly activators. 1.1% of 380,000 active. AID 624202; further: potency means the concentration at half of the fitted maximal effect; nearly all actives have a fitted effect of over 80% in size; some results filed as inactive show a strong effect at the top dose
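48 h compound treatment of MCF7-BRCA1-FFLuc cells (phenol-red free MEM, 37 °C), then 15 min with luciferase substrate and luminescence imaging.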
NPC1 prom act: NPC1 promoter activation | Potency, µM (top dose mostly 9.22 µM), without a hit: at the highest dose activation, usual class: activators | 2.4% of 320,000 active | Huh7 NPC1 promoter luciferase reporter, 24 h;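 further: potency means the concentration at half of the fitted maximal effect; % of control where 0% means no effect; nearly all actives have a fitted effect of over 60% in size; reporter is driven by a mutant NPC1 promoter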
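Stably transfected Huh7 (NPC1 promoter→luciferase), 1500 cells/well in Opti-MEM + 10% FBS, 2 h settle, then compound 24 h at 37 °C. Luminescence after 10 min with Amplite reagent.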
RORgamma inh: inhibitors of mouse ROR gamma transcriptional activity | P51450 | Drosophila S2 Gal4-RORgamma UAS-luciferase reporter, 20 h | Potency, µM (series often up to 53.6 µM), for inactives: at the top dose activity change, negative = inhibition, most hits filed as inhibitors | 5.4% of 310,000 active; further: potency means the concentration at half of the fitted maximal effect; on the % scale 0 is the no-effect control and ±100 the full control effect; nearly all actives have a fitted effect of over 60% in size
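Luciferase reporter read in Schneider cells carrying Gal4-RORγ (mouse) and UAS-Photinus luciferase; cells given compound 1 h before 700 uM copper sulfate induction, then incubated 20 h at ambient temperature.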
FLuc modulator: counter-screen for miR-21 project: firefly luciferase inhibitors or activators; P08659; purified FLuc, Km substrates, luminescence inhibition; Potency, µM (highest dose often 57.5 µM), for the others: at the top dose activity change, negative = inhibition, hits mostly inhibitors; 6.9% of 360,000 active;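 further: potency means the concentration at half of the fitted maximal effect; plate controls were vehicle for no effect and reference inhibitor for full effect; nearly all actives have a fitted effect of over 55% in size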
Target sequence (P08659 whole entry, looked up): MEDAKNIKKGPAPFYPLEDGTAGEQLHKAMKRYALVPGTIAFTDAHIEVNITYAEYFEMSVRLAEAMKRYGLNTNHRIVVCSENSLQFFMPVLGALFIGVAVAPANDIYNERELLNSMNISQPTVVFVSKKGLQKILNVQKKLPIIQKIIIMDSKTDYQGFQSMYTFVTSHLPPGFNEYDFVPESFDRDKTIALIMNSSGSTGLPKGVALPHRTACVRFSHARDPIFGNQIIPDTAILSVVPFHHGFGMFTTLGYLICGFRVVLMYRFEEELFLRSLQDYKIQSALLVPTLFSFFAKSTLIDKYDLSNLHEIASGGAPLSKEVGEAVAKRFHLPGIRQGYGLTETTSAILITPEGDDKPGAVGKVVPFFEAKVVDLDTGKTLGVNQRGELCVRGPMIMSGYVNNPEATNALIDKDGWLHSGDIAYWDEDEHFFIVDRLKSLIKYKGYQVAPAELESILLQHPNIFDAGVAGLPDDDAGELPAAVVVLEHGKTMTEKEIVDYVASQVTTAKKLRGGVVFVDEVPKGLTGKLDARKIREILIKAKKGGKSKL
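Purified P. pyralis luciferase (10nM final) with 10uM D-luciferin and 10uM ATP (Km levels) in 50mM Tris acetate pH 7.5, 10mM Mg acetate, 0.01% Tween-20, 0.05% BSA; qHTS 6-point titration, ~60 µM downward; luminescence read.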
Menin-MLL TR inh: menin-MLL binding inhibition, Texas Red mutant peptide | O00255 | Potency, µM (highest dose often 61.6 µM), for inactives: at the highest dose FP activity change, negative = inhibition, usual class: inhibitors | 0.23% of 270,000 active | AID 1768 | Menin + Texas Red MLL mutant peptide, fluorescence polarization; active means well fitted inhibition curve with a large enough effect in the polarisation, with a control signal flat, not every such curve was filed as active; inconclusive means small, poorly fitted or top-dose-only effect, or effect the other way, or a change in a side signal; inactive means no such curve, though single readings can be large or run the other way; the % refers to the polarisation; further: potency means the concentration at half of the fitted maximal effect; % of control where 0% means no effect; many of its hits are not listed in these tables
Starred values were filed as active, the others as inactive; ? = inconclusive; . = no result given; [ ] = remark or other dose. Unless noted, the call rests on the fitted dose curve; in most records, active means well fitted curve in the direction sought with a large enough effect; inconclusive means small, poorly fitted or top-dose-only effect, or another doubt; inactive means no such curve, though single readings can be large; an effect the other way counts as inactive or inconclusive.

SMILES	VP16 counter	PKM2 act	Rab9 prom act	Giardia kill	ELG1 genotox	p53 reactivation	BRCA1 expr up	NPC1 prom act	RORgamma inh	FLuc modulator	Menin-MLL TR inh
COc1ccc(Cl)cc1N1C(=NC(=O)C2CCCCC2)SC2CS(=O)(=O)CC21 (configuration not stated)	3%	-3%	-3%	9	11%	-4%	0%	-6%	26%	3%	33%[activator]
CC(C)Oc1ccc(N2CC(C(=O)Nc3ccc4c(c3)OCO4)CC2=O)cc1 (configuration not stated)	10%	2%	11%	-4	1%	-4%	-4%	1%	34%	0%	-2%[11.7 µM]
CCCN(CC(=O)Nc1ccccc1OC)C(=O)CN1C(=O)NC2(CCCCC2)C1=O	.	.	-5%	1	3%	6%	-11%	-1%	.	.	.
O=C(CSCc1nc2ccccc2[nH]1)N1CCN(c2cccc(Cl)c2)CC1	?	?	-4%	-1	-15%	0%	-61%	-2%	11µM*	3%	-5%
FC(F)(F)c1cccc(NC(=S)Nc2cccc(NC(=S)Nc3cccc(C(F)(F)F)c3)n2)c1	?	2%	20%	1	-8%	11%	-41%	-10%	5µM*	?	.
Oc1ccccc1CNc1nc2ccccc2n1CCN1CCCCC1	-3%	?	-3%	26	-22%	-4%	-8%	1%	?	2%	-8%
O=C(NCCNC(=O)c1ccco1)c1ccco1	7%	-4%	-6%	-1	2%	5%	-8%	0%	16µM*	-1%	17%
COc1ccc(C)cc1S(=O)(=O)NCC(c1ccco1)N1CCc2ccccc2C1 (configuration not stated)	.	.	12%	-7	-3%	1%	-41%	0%	.	2%	.
Cn1ccsc1=NC(=O)c1ccc(CS(C)(=O)=O)cc1	23%	-3%	20%	-8	16%	12%	35%	17%	-30%	?	-12%
COc1ccc(C)cc1-n1[nH]nnc1=S	-18%	-2%	-2%	3	0%	0%	1%	1%	-35%	3%	-2%
CC(=O)c1ccc(S(=O)(=O)N2CCCC(N(C)CCc3ccccn3)C2)cc1 (configuration not stated)	3%	.	0%	-5	1%	1%	-13%	-2%	8%	2%	.
CCC1(C)Cc2c(sc3nnn(CC(=O)Nc4ccccc4C)c(=O)c23)CO1 (configuration not stated)	-1%	0%	2%	-3	-3%	-17%	-7%	9%	43%	2%	1%
O=C(CCN1C(=O)/C(=C/c2ccccc2)SC1=S)NCCCN1CCOCC1	3%	.	-5%	4	-10%	?	-11%	-1%	24%	5%	-13%
Nc1cc(=O)[nH]c(SCC(=O)Nc2cccc(Cl)c2)n1	-3%	1%	-3%	2	-1%	1%	0%[1.84 µM]	-2%	1%	4%	-10%
COc1ccc(NS(=O)(=O)c2cc(NC(=O)CC(C)(C)C)ccc2N2CCCC2)cc1	.	.	-5%	-1	-2%	-12%	-12%	0%	.	-1%	.
Cc1ccc(NC(=S)NNc2ncc(C(F)(F)F)cc2Cl)c(C)c1	?	0%	-1%	-8	-16%	0%	-47%	0%	10µM*	6%	-1%
CCC(=O)Nc1cc(C)c(NC(=O)CCc2ccccc2)cn1	3%	-9%	?	-10	-2%	-10%	-8%	-2%	0%	-2%	2%
COC(=O)c1cc(S(=O)(=O)N2CCN(c3cccc(C)c3C)CC2)c[nH]1	-11%	3%	2%	-7	-2%	.	-26%	-9%	25%	0%	26%
N#C/C(=N\Nc1ccc(Cl)cc1)C(=O)c1ccccc1	?	-2%	-10%	4	-10%	?	-63%	6%	?	?	.
Cc1cc(NC(=O)CS(=O)(=O)c2cn(Cc3cccc(F)c3)c3ccccc23)no1	-8%	-8%	-3%	3	-14%	-3%	-22%	-2%	-3%	4%	8%
Cc1cc(C)nc(NS(=O)(=O)c2ccc(NC(=O)c3cc(=O)c4ccccc4o3)cc2)n1	7%	.	-8%	7	2%	-10%	6%	-4%	11%	-1%	.
CCC(SCC(=O)OC)C(=O)Nc1nnc(C(C)C)s1 (configuration not stated)	1%	-9%	-6%	-9	-2%	-2%	-19%	7%	-21%	2%	-6%
Cc1ccc(-n2ncc3c2CCCC3NC(=O)c2ccoc2)cc1C (configuration not stated)	-19%	-8%	-11%	6	-12%	-24%	-34%	0%	40%	1%	?
CC(C)(C)C(=O)Nc1ccc(NC(=O)C(C)(C)C)cc1	-2%	-16%	24%	2	7%	5%	37%	11%	29%	-10%	.
Cc1ccc(SCCC(=O)OCC(=O)NCC2CCCCC2)cc1	-9%	-1%	1%	8	-1%	-3%	0%	-6%	-13%	?	?
Cn1cc(/C=N/NC(N)=S)c2ccccc21	22µM*	-17%	-8%	-7	-1%	-3%	4%	4%	?	-11%	.
Cc1nc(COc2cccc(Cl)c2)sc1C(=O)/C=C/N(C)C	5%	-2%	?	4	14%	5%	86%	19%	30%	?	.
CCOC(=O)C(CCCCC(NC(C)=O)(C(=O)OCC)C(=O)OCC)(NC(C)=O)C(=O)OCC	-3%	?	-3%	2	-8%	-1%	-12%	-3%	0%	-1%	.
CCN(C(=O)CN1CCCc2ccccc21)c1c(N)n(Cc2ccccc2)c(=O)[nH]c1=O	2%	10%	1%	.	0%	5%	.	0%	-8%	4%	13%
COc1ccc(OC)c(S(=O)(=O)Nc2ccc(OCC(=O)O)cc2)c1	1%	0%	-2%	-20	0%	5%	-7%	0%	-33%	0%	-1%
Cn1c(CCN2CCCCC2)nc2cc(NC(=O)NC3CCCCC3)ccc21	-1%	0%	-3%	0	-5%	19%	-29%	0%	-10%	0%	1%
CC(C)c1ccccc1NC(=O)CNC(C)c1ccc(F)cc1 (configuration not stated)	-6%	-8%	-1%	0	-6%	-2%	-27%	1%	3%	2%	0%
Cn1cc(NC(=O)OCc2ccc(Cl)cc2)c(C(F)(F)F)n1	0%	-3%	0%	9	-5%	3%	-1%	-3%	44%	-4%	5%
O=C1CCCc2c1[nH]c1c(Br)cccc21	-3%	-8%	2%	1	2%	0%	-18%	-3%	0%	0%	1%
N=c1c(C(=O)NCc2ccccc2)cc2c(=O)n3ccccc3nc2n1CCCN1CCOCC1	-3%	-1%	-5%	4	-8%	-3%	4%	2%	5%	4%	-4%
Cc1cccc(N2CCN(S(=O)(=O)c3cc4c(cc3Cl)NC(=O)CO4)CC2)c1C	2%	1%	0%	12	4%	.	2%	-5%	-14%	6%	2%
Cc1ccc(S(=O)(=O)NCc2ccccc2)cc1C(=O)N(C)Cc1ccc(F)cc1	-4%	2%	1%	-9	-8%	-4%	-1%	-2%	?	5%	6%
C=CCn1cc(Cl)c(=O)n(CC=C)c1=O	0%	-1%	0%	6	-1%	-1%	3%	0%	-12%	3%	.
Cc1ccc(S(=O)(=O)N2CCN(S(=O)(=O)N(C)C)CC2)cc1	-3%	13%	-10%	-2	-3%	1%	1%	-4%	7%	0%	?
N#Cc1nc(-c2ccco2)oc1NCc1ccco1	2%	2%	2%	2	4%	23%	16%	-1%	45%	-2%	3%
Cc1cc(CNC(=O)C2CCC(=O)N(CCc3cccc(F)c3)C2)nn1C (configuration not stated)	2%	.	-3%	-7	4%	0%	-1%	-3%	4%	0%	.
O=C1CC(N2CCSCC2)C(=O)N1c1ccc(Br)cc1 (configuration not stated)	10%	1%	-4%	23	0%	?	0%	-6%	31%	0%	.
O=C(c1cn(CC2CCCCC2)nn1)N1CCN(c2ccc(F)cc2)CC1	1%	.	-3%	25	-4%	16%	16%	-3%	39%	-15%	.
COC(=O)CCCC1=CC2=CC(=O)C(C)(OC(=O)c3cccs3)C(=O)C2=CN1CC(C)C (configuration not stated)	-3%	-1%[11.5 µM]	2%	19	2%	3%	13%	-2%	15%	-1%	-25%[11.7 µM]
O=c1c(Cc2ccccc2)c(O)ccn1C1CCCCCCC1	2%	-1%	2%	-1	-5%	13%	-21%	1%	1%	3%	1%
C/C(=N\N1CCN(Cc2ccccc2Cl)CC1)c1ccc([N+](=O)[O-])cc1	24%	6%	-2%	-7	-7%	-3%	1%	1%	30%	4%	.
O=C(C1CCN(S(=O)(=O)c2cccc3cccnc23)CC1)N1CCN(C2CCCC2)CC1	-1%	-1%	-6%	.	0%	-1%	.	0%	-2%	3%	-1%
O=C(NC1CCCCC1)N1CCCC(CNS(=O)(=O)Cc2ccccc2)C1 (configuration not stated)	6%	-15%	-2%	-8	-1%	-1%	-7%	-1%	0%	4%	-5%
CCn1c(=O)cc(SCC(=O)N2CCN(C)CC2)c2ccccc21	17%	-3%	2%	4	?	0%	0%	-1%	?	1%	4%
O=C(COC(=O)c1ccc(Br)o1)NCCCc1ccccc1	3%	-6%	-4%	8	-1%	-13%	24%	-5%	-3%	3%	-12%
Clc1ccc(SCCOCCN2CCOCC2)cc1	5%	0%[11.5 µM]	4%	-9	2%	.	-7%	-3%	-16%	3%	-15%

Compound activity: PubChem, National Center for Advancing Translational Sciences (NCATS)

A portion of the library; count on the stated rates, not on these rows.
